FAS-TE inh: inhibitors of human fatty acid synthase thioesterase domain; P49327; recombinant FAS-TE, OMFH fluorogenic substrate, fluorescence endpoint; inhibition, % at 15 µM; actives 0.67% (n = 360,000);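 active = compounds whose normalised, plate-corrected inhibition of enzyme fluorescence in the single-dose primary screen is 50% or more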;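 also: 0% = DMSO with enzyme and 100% = substrate without enzyme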
E coli Lon inh: E. coli protease La inhibition | P0A9M0 | inhibition, % at 7.94 µM | purified E. coli Lon protease, fluorescence polarization | actives 0.42% (n = 360,000); in the data active = inhibition above about 13%, passing the limit was not always enough;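 also: 0% = enzyme with probe and DMSO and 100% = no enzyme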
bovine MsrA act: activators of bovine methionine sulfoxide reductase A; purified bovine MsrA, absorbance read-out; activation, % at 10.6 µM; actives 0.3% (n = 360,000); AID 602163; in the data active = activation above about 7.5%;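 also: 0% = vehicle and 100% = reference activator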
Rin1-Abl PPI inh: blocks binding of human Rin1 to Abl | AID 588664 | TR-FRET Rin1/Abl binding, biochemical | actives 0.4% (n = 360,000) | inhibition, % at 7.35 µM | P00519+Q13671; in the data active = inhibition above about 5%, passing the limit was not always enough
Target sequence (P00519 whole entry, looked up): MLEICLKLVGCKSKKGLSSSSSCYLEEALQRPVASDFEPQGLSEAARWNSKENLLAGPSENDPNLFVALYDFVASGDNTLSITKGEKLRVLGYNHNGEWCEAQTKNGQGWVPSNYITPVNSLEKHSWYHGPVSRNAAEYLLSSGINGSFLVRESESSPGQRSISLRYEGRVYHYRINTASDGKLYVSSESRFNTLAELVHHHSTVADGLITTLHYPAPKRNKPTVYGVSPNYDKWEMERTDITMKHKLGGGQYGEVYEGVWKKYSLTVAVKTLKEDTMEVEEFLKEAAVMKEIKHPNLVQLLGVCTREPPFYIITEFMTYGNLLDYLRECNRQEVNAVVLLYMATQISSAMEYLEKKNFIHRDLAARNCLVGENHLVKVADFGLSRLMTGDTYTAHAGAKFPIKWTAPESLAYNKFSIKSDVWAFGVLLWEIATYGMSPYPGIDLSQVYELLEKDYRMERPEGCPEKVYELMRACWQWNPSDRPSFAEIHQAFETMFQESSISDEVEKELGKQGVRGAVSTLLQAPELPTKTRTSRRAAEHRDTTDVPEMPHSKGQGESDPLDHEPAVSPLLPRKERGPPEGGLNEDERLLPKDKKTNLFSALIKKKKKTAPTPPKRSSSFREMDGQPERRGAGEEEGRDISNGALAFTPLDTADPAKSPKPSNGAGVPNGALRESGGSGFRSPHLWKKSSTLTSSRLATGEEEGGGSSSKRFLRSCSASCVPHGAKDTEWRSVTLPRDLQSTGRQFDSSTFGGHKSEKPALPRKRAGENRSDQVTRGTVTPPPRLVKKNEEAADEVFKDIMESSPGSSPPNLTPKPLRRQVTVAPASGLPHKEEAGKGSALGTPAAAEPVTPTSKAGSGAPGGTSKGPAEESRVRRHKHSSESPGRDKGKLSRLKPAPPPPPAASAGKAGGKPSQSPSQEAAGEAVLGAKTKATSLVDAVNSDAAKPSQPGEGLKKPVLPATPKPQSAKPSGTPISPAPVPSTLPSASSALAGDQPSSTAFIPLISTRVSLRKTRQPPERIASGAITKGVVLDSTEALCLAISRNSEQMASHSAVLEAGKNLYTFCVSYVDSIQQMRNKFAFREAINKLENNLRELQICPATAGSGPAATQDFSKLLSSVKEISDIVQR
Target sequence (Q13671 whole entry, looked up): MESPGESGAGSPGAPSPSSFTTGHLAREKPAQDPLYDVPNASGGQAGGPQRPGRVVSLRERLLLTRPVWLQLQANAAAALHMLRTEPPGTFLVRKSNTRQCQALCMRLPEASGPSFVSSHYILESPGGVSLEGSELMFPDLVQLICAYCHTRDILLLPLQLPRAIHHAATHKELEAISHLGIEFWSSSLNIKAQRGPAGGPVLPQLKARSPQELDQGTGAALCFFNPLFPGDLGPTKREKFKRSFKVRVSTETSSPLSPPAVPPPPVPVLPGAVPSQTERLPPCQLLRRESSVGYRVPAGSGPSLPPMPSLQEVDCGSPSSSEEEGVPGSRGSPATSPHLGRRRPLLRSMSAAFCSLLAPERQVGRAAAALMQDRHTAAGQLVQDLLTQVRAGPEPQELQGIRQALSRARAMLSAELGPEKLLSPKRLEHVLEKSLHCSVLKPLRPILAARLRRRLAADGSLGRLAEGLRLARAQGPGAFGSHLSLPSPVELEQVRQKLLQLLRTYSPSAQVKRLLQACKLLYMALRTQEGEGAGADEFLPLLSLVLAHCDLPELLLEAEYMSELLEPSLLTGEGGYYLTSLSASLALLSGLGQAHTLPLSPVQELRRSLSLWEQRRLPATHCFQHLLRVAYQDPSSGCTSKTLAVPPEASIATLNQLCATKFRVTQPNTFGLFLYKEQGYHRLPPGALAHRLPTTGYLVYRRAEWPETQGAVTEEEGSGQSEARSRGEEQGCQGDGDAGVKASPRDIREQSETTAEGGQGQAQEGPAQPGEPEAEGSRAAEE
Neddyl block: cullin neddylation inhibition; P61081+Q13564; TR-FRET cullin neddylation, biochemical; calls only at 25 µM; actives 0.58% (n = 360,000); in the data active = inhibition above about 36%
MsrA inhibitor: bovine MsrA inhibition. purified bovine MsrA, absorbance read-out. inhibition, % at 15.5 µM. actives 0.75% (n = 360,000). AID 651718; in the data active = inhibition above about 4.5%;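 also: 0% = vehicle wells with enzyme and 100% = reference inhibitor wells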
NRP1-CendR mod: modulators of CendR peptide binding to human neuropilin-1; inhibition, % at 25 µM; actives 0.85% (n = 360,000); O14786; FAM-RPARPAR peptide binding to NRP-1, fluorescence polarization;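 active = inhibition or corrected inhibition above about 18%, plus a signal ratio from 0.5 to 1.5, limit read from the data, passing the limit was not always enough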; also: strong numbers were not always called active
MT1-MMP act inh: blocks activation of human MT1-MMP; HT1080 RFP-PRO-GFP cells, GFP/RFP ratio fluorescence, overnight; percent of plate control window, DMSO zero; GFP/RFP ratio change, % at 20 µM; actives 0.061% (n = 360,000); AID 651647;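 active = GFP/RFP ratio change of at least 30% with cell ATP level not reduced by more than half and red fluorescence within 50% of control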; also: strong numbers were not always called active
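Compound: 20 µM single dose, 1% DMSO / System: HT1080 RFP-PRO-GFP cells / Controls: DMSO and RFP-L50D-GFP cell wells / Read-out basis: GFP/RFP fluorescence ratio / Schedule: overnight compound exposure at 37 °C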
SKN-1 block: inhibitors of C. elegans SKN-1. C. elegans VP596 Pgst-4::GFP/RFP ratio, acrylamide-induced, 24 h. inhibition, % at 21.8 µM. actives 0.49% (n = 360,000). AID 624304;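 active = interference check ratio from 0.5 to 1.5 plus GFP to RFP signal ratio inhibition reaching or exceeding a fixed threshold, cut at about 30% in these data, passing the limit was not always enough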; also: some compounds called inactive have numbers as strong as hits
Active calls of the source: *; i = inactive; x = no result given.

SMILES	FAS-TE inh	E coli Lon inh	bovine MsrA act	Rin1-Abl PPI inh	Neddyl block	MsrA inhibitor	NRP1-CendR mod	MT1-MMP act inh	SKN-1 block
Cc1ccc(S(=O)(=O)NCC(C)NS(=O)(=O)c2ccc(C)cc2)cc1 (configuration not stated)	2	-3	2	2	i	-0.8	7	0	-11
COc1cccc(COCC(O)Cn2cnc3cc(C)c(C)cc32)c1 (configuration not stated)	-4	0	-2	1	i	0.2	-5	4	9
CC(=O)Nc1ccc(S(=O)(=O)NC2(C(F)(F)F)C(=O)Nc3c2c(=O)n(C)c(=O)n3C)cc1 (configuration not stated)	-7	4	-2	1	i	0.3	-5	2	6
COc1ccc(OC)c(N(CC(=O)NCC2CCCO2)S(=O)(=O)c2ccccc2)c1 (configuration not stated)	-9	12	0	3	i	-0.3	0	-1	-6
CS(=O)(=O)Nc1cccc(C2=NN(S(C)(=O)=O)C(c3ccccc3)C2)c1 (configuration not stated)	-10	-12	-4	1	i	2.0	-73	1	2
COCCNC(=O)CN(Cc1ccccc1)S(=O)(=O)c1ccc2nc(C)sc2c1	-1	9	-4	1	i	-0.9	12	-1	-14
C=CCNC(=O)c1cc2c(=O)n3cccc(C)c3nc2s1	0	0	-2	-2	x	1.2	5	0	5
CCOC(=O)C1CCN(C(=O)Cc2ccc(OC)c(OC)c2)CC1	-8	4	0	-2	i	1.1	19	6	-1
COCCn1c(SCC(=O)NC2CC2)nnc1-c1ccc(Cl)cc1	-8	-11	-1	2	i	-0.6	-3	-2	3
COc1ccccc1Nc1nc2ccccc2n2cnnc12	8	-20	-3	-4	i	0.7	-7	2	17
O=C(O)c1cn(Cc2ccccc2)c2ccc(Cl)cc2c1=O	8	7	2	2	i	0.7	23*	1	3
CCC(=O)N(C1=C(NC)C(=O)c2ccccc2C1=O)C(C)C	-1	0	-2	-8	i	-1.6	9	-11	-1
N#Cc1c(C(F)(F)F)cc(-c2ccccc2Cl)[nH]c1=O	-2	3	0	6	x	3.2	-7	5	10
CN(C)C(=O)c1ccc(NC(=O)COC(=O)C2=COCCO2)cc1	-8	1	-2	1	i	-1.7	0	1	3
CC1CN(C(=O)Nc2cccc(Cl)c2)C2(CCCCCC2)O1 (configuration not stated)	-8	-8	-4	2	i	0.5	7	2	5
Cc1sc2ncnc(N3CCC(C(=O)Nc4ccc(S(N)(=O)=O)cc4)CC3)c2c1C	3	-9	-1	1	i	-0.4	-2	-21	-5
COC(=O)c1ccc(NC(=S)NN2CCOCC2)cc1	-5	1	-2	-2	i	2.2	8	2	1
COc1ccc(NC(=O)C2Cc3c(-c4cccc(NC(C)=O)c4)ccnc3O2)cn1 (configuration not stated)	-2	3	-4	-4	i	0.6	7	1	7
CN(C)S(=O)(=O)c1ccc(NC(=O)c2ccncc2)cc1	-2	-2	-8	1	i	0.4	-1	-1	9
CCc1ccc(NS(=O)(=O)c2cccc3nonc23)cc1	-4	-4	-2	-1	i	0.1	-4	3	-6
O=C(c1cccs1)c1c[nH]cc1-c1ccccc1	-2	0	2	0	i	-0.6	12	-4	21
COC(=O)c1ccc(NC(=O)COc2ccccc2OC)cc1	1	8	0	-1	i	-0.1	16	0	14
CC(C)C(c1nnnn1C1CCCCC1)N1CCN(c2ncccn2)CC1 (configuration not stated)	-4	2	-10	1	i	-0.2	0	-14	12
CCN1CCN(c2ccc(S(=O)(=O)N3CCCCC3)cc2NC(=O)c2ccc(C)c(C)c2)CC1	14	-6	-1	0	i	1.2	-15	0	-1
O=C(O/N=C(\c1ccccc1)c1ccncc1)c1ccccc1Cl	12	-13	-3	-3	i	1.1	8	0	-3
Cc1ccccc1NC(=O)C1c2ccccc2Oc2ccccc21	0	-4	-3	1	i	-0.9	-6	0	8
O=C(NNc1ccc(O)cc1)c1ccc(Br)cc1	-8	-16	-8	3	i	0.2	1	-1	0
O=C1CCCc2ccccc2N1Cc1ccccc1Cl	2	-5	-5	-2	i	0.4	-6	-3	-13
O=C(N1CCCCCC1)n1c(Cc2ccccc2)nc2ccccc21	-2	3	-4	0	i	1.6	6	-3	26
COc1ccc(C(=O)OCC(=O)c2ccc(C3CCCCC3)cc2)cc1	17	-10	-1	0	i	-0.8	6	2	21
Cc1ccc2cc(C(c3nnnn3C3CCCC3)N3CCN(c4ccccc4)CC3)c(=O)[nH]c2c1 (configuration not stated)	10	-7	4	-2	i	1.7	-14	-2	11
Cc1nc2ccc(NC(=O)N3CCSCC3)cc2s1	-14	-6	-10	0	i	3.2	6	5	11
Cc1csc(SC(C)C(=O)Nc2ccccc2C)n1 (configuration not stated)	-4	-9	0	3	i	-1.3	-1	0	2
CN1C(=S)SC(N(O)C=C2C=CC(=O)C=C2)C1(C)C (configuration not stated)	-6	-3	-1	1	i	0.8	6	-3	5
Cc1cc(C)n(-c2nc(NCCCO)c3c4c(sc3n2)CCCC4)n1	-1	2	-4	-3	i	0.8	3	9	-8
O=c1nc(N2CCCCCC2)nc(N2CCCCCC2)[nH]1	-2	-2	-13	3	i	-0.1	-2	4	-14
Cc1cc(C)cc(C(=O)NC(CC(N)=O)c2ccc(N3CCN(c4ccccc4)CC3)c([N+](=O)[O-])c2)c1 (configuration not stated)	-2	5	-6	0	i	1.3	1	-3	-14
Cn1nccc1NS(=O)(=O)c1ccc(F)cc1	-4	-15	-4	-1	i	1.4	12	1	4
COc1ccccc1NC(=O)CC1C(=O)Nc2c1c(=O)n(C)c(=O)n2C (configuration not stated)	-3	-7	-2	3	i	0.4	7	4	3
COCN(C#N)c1nc(OC)nc(OC)n1	-6	5	-3	2	i	-0.8	-11	-2	9
COCCCNC(=O)c1cn(CC(C)C)c(=O)c2c1c1ccccc1n2C	-2	2	-1	-6	x	1.1	-1	2	50*
CC(C)(C)c1ccc(C(=O)N2CCC2(C)C(=O)NCc2ccc3c(c2)OCO3)cc1 (configuration not stated)	6	9	-1	0	i	-0.2	4	11	0
Cc1noc(NS(=O)(=O)c2ccc(NC(=O)c3cc(=O)c4ccccc4o3)cc2)c1C	-2	-11	-3	-2	i	2.0	-8	0	9
COc1ccc(CCNC(=O)C2CCN(S(=O)(=O)c3ccc(OC)c(OC)c3)CC2)cc1OC	-6	4	-2	4	i	-1.0	0	-2	10
O=C(/C=C/c1cn(-c2ccccc2)nc1-c1cccnc1)N1CCCCC1	2	-1	-4	-1	i	3.9	3	0	3
COc1cccc(-n2nnnc2SCC(=O)N2CCCc3ccccc32)c1	11	-1	3	-1	i	1.2	-4	5	-4
Cc1ccc(CC2CC(=O)N(c3ccc(C)cc3)C2=O)cc1 (configuration not stated)	5	-2	-4	2	i	0.4	2	-1	1
CC1CC(C)CN(S(=O)(=O)c2ccc(NC(=O)CN3CCCCCC3)cc2)C1 (configuration not stated)	9	-1	0	0	i	0.2	-8	2	3
CC(C)(C)c1ccc(C(=O)NCC(=O)OCc2ccc([N+](=O)[O-])cc2)cc1	71*	5	-4	-3	i	0.1	-3	0	-5
Cc1ccc(CN2CCC(CNC(=O)Nc3ccccc3F)CC2)cc1	-15	2	-9	4	i	-0.7	1	-1	10
CC(C)NC(=O)CN1CCN(C(=O)CCl)CC1	-6	-5	-4	4	i	-0.9	4	4	8
CCOc1ccc(S(=O)(=O)Nc2nc3ccccc3nc2Nc2ccc(N3CCOCC3)cc2)cc1	25	-66	-2	1	i	1.6	-18	-29	5
CCOC(=O)Cc1c(C)nc2c(-c3ccccc3)c[nH]n2c1=O	-11	-4	-5	3	x	1.2	-4	2	9
O=C(CCl)N(c1ccccc1)C1CCS(=O)(=O)C1 (configuration not stated)	-12	-11	-4	-4	i	0.3	-5	-10	-1
O=C(c1cc(-c2ccco2)on1)N1CCOCC1	-8	0	-13	2	i	0.2	-12	3	-1
COc1cc(C2C(C#N)=C(N)Oc3c2ccc2ccccc32)ccc1OCC(=O)Nc1ccc(C)cc1 (configuration not stated)	13	-2	-1	-1	i	0.5	-18	-10	13
COc1cccc(C=Nc2cc(C)on2)c1O	-6	0	-2	-1	i	1.3	-4	1	16
CCn1ncc(/C=N/N=C2\CCC3C4CCc5cc(O)ccc5C4CCC23C)c1C (configuration not stated)	1	-5	4	-3	i	-0.1	4	1	12
O=C(N/N=C/c1cccc([N+](=O)[O-])c1O)C(O)(c1ccccc1)c1ccccc1	14	-1	-4	-1	i	3.1	-5	1	11
CCN(Cc1ccccc1)C(=O)Cn1c(=O)n(CCC(=O)N2CCCCC2)c(=O)c2sccc21	-1	-1	-3	1	i	0.5	4	0	14
Later entries.
SMILES	FAS-TE inh	E coli Lon inh	bovine MsrA act	Rin1-Abl PPI inh	Neddyl block	MsrA inhibitor	NRP1-CendR mod	MT1-MMP act inh	SKN-1 block
COc1ccc(S(=O)(=O)NC2CCSc3ccccc32)cc1OC (configuration not stated)	2	-7	-1	0	i	-1.5	2	0	16
O=C(O)c1ccc(NC(=O)c2ccc(COc3ccccc3)o2)cc1	-4	-7	-1	1	i	0.5	-9	4	13
CC(C)NC(=O)c1ccccc1N(Cc1ccccc1)S(C)(=O)=O	-2	1	1	0	i	-0.7	-1	1	16
CS(=O)(=O)c1ccc2sc(NC(=O)c3cc4ccccc4o3)nc2c1	-5	5	-8	-2	x	-0.3	-1	4	-5
Cc1ccc(-c2nnnn2C2C/C(=N\NC(N)=S)C3OCC2O3)cc1 (configuration not stated)	-2	6	-3	4	i	-0.4	3	-4	-4
CN(Cc1ccccc1)Cc1nc2c(c(=O)n(C)c(=O)n2C)n1Cc1ccc(F)cc1	14	2	-3	-1	i	0.4	-1	-4	15
C/C(=N\OCc1ccc(C#N)cc1)c1ccccc1	4	5	-2	-1	i	0.0	-4	1	7
CCOC(=O)Cc1c(C)nc2c(-c3ccc(OC)cc3)c(C)nn2c1C	0	-5	-5	-1	i	2.8	-4	7	9
COc1cccc(C(=O)Nc2ccc3nc(N4CCOCC4)cc(C)c3c2)c1	8	-8	-7	1	i	1.2	1	5	-10
CCOC(=O)c1c(C)[nH]c(C)c1S(=O)(=O)NC1CCN(C(=O)OCC)CC1	-4	-3	-2	3	i	-0.3	11	0	-2
O=C(CCC1CCCCC1)NCc1ccccn1	-8	-8	-4	0	i	-1.3	6	-2	1
O=C(CSc1nnc(-c2cccs2)o1)OCc1ccccc1	4	-12	-8	-4	i	0.6	-4	-3	-6
CCN(CC)CCNC(=O)c1ccc(NC(=O)C2CC(=O)N(c3ccc4c(c3)OCCO4)C2)cc1 (configuration not stated)	-10	-23	-1	3	i	x	18	4	1
Cc1ccc(-n2nc3c(c2NC(=O)C(C)C)CS(=O)(=O)C3)cc1	-3	-1	5	4	i	x	-6	-4	20

Full records as entered above. Screens in order: FAS-TE inh, E coli Lon inh, bovine MsrA act, Rin1-Abl PPI inh, Neddyl block, MsrA inhibitor, NRP1-CendR mod, MT1-MMP act inh, SKN-1 block
`COc1cccc(C(=O)Nc2ccc3nc(N4CCOCC4)cc(C)c3c2)c1` reads 8, -8, -7, 1, i, 1.2, 1, 5, -10
`COC(=O)c1ccc(NC(=O)COc2ccccc2OC)cc1` reads 1, 8, 0, -1, i, -0.1, 16, 0, 14
`O=C(CSc1nnc(-c2cccs2)o1)OCc1ccccc1` reads 4, -12, -8, -4, i, 0.6, -4, -3, -6

Arranged by number of heavy atoms (ascending): some entries from above.
SMILES	FAS-TE inh	E coli Lon inh	bovine MsrA act	Rin1-Abl PPI inh	Neddyl block	MsrA inhibitor	NRP1-CendR mod	MT1-MMP act inh	SKN-1 block
C/C(=N\OCc1ccc(C#N)cc1)c1ccccc1	4	5	-2	-1	i	0.0	-4	1	7
Cc1ccc(-c2nnnn2C2C/C(=N\NC(N)=S)C3OCC2O3)cc1 (configuration not stated)	-2	6	-3	4	i	-0.4	3	-4	-4
CCOC(=O)c1c(C)[nH]c(C)c1S(=O)(=O)NC1CCN(C(=O)OCC)CC1	-4	-3	-2	3	i	-0.3	11	0	-2
CCN(CC)CCNC(=O)c1ccc(NC(=O)C2CC(=O)N(c3ccc4c(c3)OCCO4)C2)cc1 (configuration not stated)	-10	-23	-1	3	i	x	18	4	1

Screening results as filed in PubChem BioAssay.
